Screens: PubChem, Sanford-Burnham Center for Chemical Genomics
H9c2 TAG inh – reduces triacylglycerol accumulation in H9c2 cells; Nile Red lipid (TAG) fluorescence; cells loaded with 200 µM oleic acid; AID 651582; actives 0.66% (n = 230,000); inhibition, % at 12.5 µM;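 active = pattern-corrected inhibition of lipid staining of at least 50% with the nuclear-stain viability signal not falling by more than 50%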;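 also: 0% = DMSO wells and 100% = triacsin C control wells; some results filed as inactive read as strong as hits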
H9c2 TAG inh DAPI viability – recorded beside H9c2 TAG inh, whose call it bears; DAPI nuclei signal change (viability), lower = more cytotoxic, %;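 whole-well DAPI fluorescence read on a plate reader as a viability signal; minus 50 percent equals half of cells still viable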
Starred values were filed as active, the others as inactive. A portion of the library; count on the stated rates, not on these rows.

nr	Structure	H9c2 TAG inh DAPI viability	H9c2 TAG inh
1	COc1ccccc1C(=O)NC(=S)Nc1ccc(NC(=O)c2cccs2)cc1	8	-8
2	Cc1ccc(OCCSc2nnc(C)c(=O)n2N)cc1	3	-6
3	N#Cc1c(-c2ccc(Cl)cc2)ccn2nc(CCC(=O)O)nc12	5	17
4	CCC(=O)n1nc(-c2ccc(OC)cc2)nc1SC	2	12
5	CC(C)(C)C(=O)NC1(C(F)(F)F)NC(=O)N(Cc2ccccc2)C1=O (configuration not stated)	-5	-3
6	O=C(CCC(=O)OCC(F)(F)C(F)F)Nc1ccccc1F	-13	18
7	COc1ncnc2c1ncn2CCCNCCN1CCOCC1	-2	-3
8	O=C(CN1CCSCC1)c1c[nH]c2ccccc12	7	-14
9	COc1cccc(OC)c1C(=O)Nc1nnc(-c2cccs2)s1	1	-11
10	CC1CCC(C(=O)NC(C(=O)NCc2cccnc2)C(C)C)CC1 (configuration not stated)	4	-10
11	CC1(C(=O)NS(=O)(=O)c2ccc(F)cc2F)CCN1C(=O)Cc1cccc2ccccc12 (configuration not stated)	3	6
12	COc1cccc(N(Cc2nnc3n2CCCCC3)C(=O)Nc2ccccc2)c1	-7	11
13	NNC(=O)c1nc2ccccc2s1	2	-8
14	O=S(=O)(NCc1csc(-c2cccs2)n1)c1cccs1	-7	0
15	O=C(CSc1cccc2cccnc12)Nc1cc(C(=O)O)cc(C(=O)O)c1	-12*	52*

The list goes on.
nr	Structure	H9c2 TAG inh DAPI viability	H9c2 TAG inh
16	Cc1noc(C)c1S(=O)(=O)NC(=O)C1(C)CCN1C(=O)c1ccccc1CCc1ccccc1 (configuration not stated)	-4	0
17	Cc1ccsc1C(=O)Nc1ccc(O)c(-c2nc3ccccc3s2)c1	2	-1
18	S=C(NCCc1ccccc1)Nc1ccc(Br)cn1	21	-11
19	O=c1c2ccccc2ccc2ccccc12	-4	-7
20	O=C(CCS(=O)(=O)c1cccs1)NC1CCCCCC1	8	-8
21	O=C(O)/C(=N/NC(=O)c1ccc(Cl)cc1)c1ccccc1	-12	22
22	Clc1ccc(-c2nnc(NC3=NCCCCC3)o2)cc1	-7	-3
23	CCOCCCNC(=S)N1CCC(C(=O)c2ccc3c(c2)OCCO3)CC1	-7	-5
24	CSc1ccc(S(=O)(=O)Nc2ccc(OCC(=O)N3CCOCC3)cc2)cc1	-5	-6
25	O=C(CCC(=O)c1cccs1)Nc1nnc(C2CC2)s1	-8	14
26	CC(=O)NC1CSCC1OC(C)=O (configuration not stated)	5	1
27	CC(C)(C)NC(=O)NC(=O)COC(=O)CNC(=O)C1CCCCC1	-3	0
28	CCN(CC)S(=O)(=O)c1ccc(N2CCOCC2)c(NC(=O)CSCc2c(C)noc2C)c1	-3	4
29	O=S(=O)(NCc1cn2ccccc2n1)c1cccs1	-4	4
30	COc1ccc(CNC(=O)CN(c2cc(C)cc(C)c2)S(=O)(=O)c2c(C)noc2C)cc1	-7	12

(cont.)
nr	Structure	H9c2 TAG inh DAPI viability	H9c2 TAG inh
31	Cc1ccc(S(=O)(=O)N(C)c2ccc(N)cc2)cc1	12	3
32	Cc1ccc(S(=O)(=O)/N=C(/c2ccc(F)cc2)N2CCCC2)cc1	-8	-10
33	C=CCOc1c(Br)cc(CNc2ccc3[nH]c(=O)[nH]c3c2)cc1OCC	-9	16
34	CC1=C(C(=O)Nc2ccc(F)cc2)C(c2cccc(C)c2)n2nc(CCCO)nc2N1 (configuration not stated)	-1	9
35	O=C(COc1ccccc1Cl)N1CCc2ccccc2C1	-2	10
36	O=C(COc1ccccc1)NNC(=S)NC(=O)c1ccccc1	-8	-2
37	COc1cc2c(cc1OC)C(SC)=NC1(CCCC1)C2	10	3
38	Cc1cc(-c2nnc(CCC(=O)N(C)Cc3ccsc3)o2)no1	-6	3
39	CC(=O)Nc1ccc(NC(=O)c2ccccc2N(Cc2ccccc2)S(C)(=O)=O)cc1	9	-7
40	COc1ccc(C(=O)NC(Nc2ccccc2)C(Cl)(Cl)Cl)cc1 (configuration not stated)	17	-11
41	CC(=O)c1sc(NC(=O)CS(=O)(=O)c2ccccc2)nc1C	-7	-6
42	O=C(CSc1ncn[nH]1)Nc1ccc(S(=O)(=O)Nc2ncccn2)cc1	-7	-9
43	C=CC[C@H](CC(=O)NCCO)C(=O)NC[C@@H](OC(=O)[C@@H](CC=C)Cc1ccc(F)cc1)c1ccccc1	3	0
44	Cc1cc(C)c(C#N)c(SCC(=O)NC(C)(C)C)n1	-9	-5
45	O=C(CCCCC(=O)NN=Cc1ccccc1O)NN=Cc1ccccc1O	-17	3

Continued:
nr	Structure	H9c2 TAG inh DAPI viability	H9c2 TAG inh
46	Cc1ccc(C(=O)Nc2sc3c(c2C(=O)NCc2ccco2)CCCC3)cc1	6	40
47	COc1ccc(C(=O)C(CN2CCOCC2)c2ccccc2)cc1F (configuration not stated)	-20	39
48	CC(=O)C1=CN(CC2CCCCC2)CCC1=O	-3	-1
49	O=C(C1=C(O)C(=O)N(CC2CCCO2)C1c1cccnc1)c1ccco1 (configuration not stated)	-9	14
50	O=C(CSCc1ccc(Cl)cc1)Nc1ccccc1O	-7	4
51	CC(C)n1c(COc2ccccc2)nc2ccccc21	-3	-12
52	Cc1cc(NC(=O)CSCC(=O)OCC(=O)Nc2cc(C)c(C)cc2[N+](=O)[O-])no1	-3	15
53	Cc1cn([C@H]2C[C@H](O)[C@@H](CNCc3cnc(N4CCOCC4)nc3)O2)c(=O)[nH]c1=O	0	-14
54	C=CCNC(=O)COC(=O)/C=C/c1cccs1	69	-9
55	CCCOc1ccc(-c2csc(NC(=O)CN3C(=O)CCC3=O)n2)cc1	6	35
56	COc1cc2cc(CCCOC(=O)c3cc(OC)c(OC)c(OC)c3)oc(=O)c2cc1OC	2	1
57	N=C1C2=C3Sc4ccccc4N3CCCC2=NN1c1cccc(S(=O)(=O)O)c1	1	2
58	Cc1onc(-c2ccccc2)c1C(=O)Nc1ccc(OC(C)C)cc1	-7	-25
59	COc1cccc(NC(=O)/C=C/c2ccco2)c1	-1	-8
60	O=c1c2ccccc2c(-c2cccc(C(F)(F)F)c2)nn1-c1ccccc1	-5	-4

Other results follow.
nr	Structure	H9c2 TAG inh DAPI viability	H9c2 TAG inh
61	CCCCCC1CC(=O)NC1(C(=O)OCC)C(=O)OCC (configuration not stated)	2	-23
62	Cc1ccc2cc(C#N)c(NCc3ccco3)nc2c1	14	3
63	CC(C)(C)OC(=O)N1CCCC(C(=O)Nc2cccc(C(=O)N3CCCCC3)c2)C1 (configuration not stated)	-4	-2
64	COC(=O)CCC(=O)OC1(C)C(=O)C=C2C=C(C3CC3)N(CCN3CCOCC3)C=C2C1=O (configuration not stated)	-1	4
65	CCNC(=S)Nc1cc2oc3ccccc3c2cc1OC	-7	-2
66	CC1CCCN(S(=O)(=O)c2ccc(NC(=O)C3CCN(C(=O)C(C)(C)C)CC3)cc2)C1 (configuration not stated)	-6	-24
67	CCN1C[C@@H]2[C@@H]3C(=O)N(Cc4ccccc4)C(=O)[C@@H]3[C@](C)(C(=O)OC)N2C1=NC	4	-6
68	Cn1nc(C(C)(C)C)c(NC(=O)c2sccc2Cl)c1C(C)(C)C	-5	-1
69	CC1CCC(NC(=O)CCNC(=O)c2ccccc2)CC1 (configuration not stated)	3	-8
70	Cc1onc(C(=O)NC(C)c2ccccc2)c1[N+](=O)[O-] (configuration not stated)	7	-7
71	COC(=O)c1cc2c(cc1[N+](=O)[O-])OCO2	1	9
72	Cc1ccc([N+](=O)[O-])cc1NC(=O)C(C)N1CCCCC1 (configuration not stated)	-4	4
73	CC1(C)OC(c2ccccc2)=C/C(=C/C=N/NC(=O)c2ccncc2)O1	-10	1
74	CCOc1ccc(Br)cc1CNCCN1CCOCC1	7	-10
75	CC1(C)CCC(=O)N2CC[C@H]3C[C@H](OC(=O)Nc4ccc5c(c4)OCO5)C[C@@H]1[C@H]32	-5	-20

Continuation:
nr	Structure	H9c2 TAG inh DAPI viability	H9c2 TAG inh
76	C#CCOCCOCCOCCNc1nc(N2CCN(C(=O)CCCCCCCCCCNC(=O)Cn3cc(C[C@@H](C)O)nn3)CC2)nc(N2CCN(C(=O)CCCCCCCCCCNC(=O)[C@@H]([C@H](C)CC)n3cc(CCCCCN)nn3)CC2)n1	-14	34
77	CCOc1ccc(CNCCNC(=O)c2nonc2N)cc1	-5	7
78	Cc1nc(NCCO)c2nnn(Cc3ccccc3F)c2n1	6	-15
79	Cc1cccc(C)c1NC(=O)CCn1cnc2ccccc2c1=O	12	-13
80	Cc1ccccc1C(=O)Oc1cc(N)n(S(C)(=O)=O)n1	-2	2
81	Cc1ccc(C(=O)Nc2ccccc2SCC2CSc3nc4ccccc4c(=O)n32)cc1 (configuration not stated)	-10	19
82	COc1ccc(-c2oc3cccnc3c2-c2ccc(OC)nc2)cc1	-10	-6
83	Cc1nc(SCC(=O)NCc2ccco2)c2c(=O)n(C)c(=O)n(CC(C)C)c2n1	-4	8
84	COc1ccc(-c2nnc(NC(=O)c3ccc([N+](=O)[O-])o3)o2)c(OC)c1	-5	6
85	CCc1ccccc1NC(=O)CN1CCN(C(=O)CNC(=O)Cc2cccc3ccccc23)CC1	7	-5
86	O=C(c1cccc(S(=O)(=O)N2CCOCC2)c1)N1CCCC(C(F)(F)F)C1 (configuration not stated)	9	-20
87	COc1ccc(NC(=O)CSc2nc3c(c(=O)n2-c2ccc(F)cc2)SCC3)c(OC)c1	-12	21
88	Cc1ccc[n+](CC(=O)c2ccc(NC(=O)c3ccccc3)cc2)c1C	3	-5
89	O=C(COC(=O)c1ccc(OC(F)(F)F)cc1)NCCN1C(=O)CSC1=O	9	2
90	COc1ccccc1CCNC(=O)CSc1nc(=O)[nH]c2c1CCC2	-3	-3

Other structures follow.
nr	Structure	H9c2 TAG inh DAPI viability	H9c2 TAG inh
91	Cc1cc(C(=O)CSc2nnc(-c3cccc(F)c3)n2N)c(C)n1Cc1ccc2c(c1)OCO2	17	4
92	COc1ccc(Oc2ccccc2C#N)cc1	-5	15
93	Cc1ccc(S(=O)(=O)NC(C)C(=O)OCC(=O)N(C)c2ccccc2)cc1 (configuration not stated)	-3	-8
94	CC(=O)NC(CC(=O)NCCN1C(=O)S/C(=C\c2ccccc2)C1=O)c1ccccc1 (configuration not stated)	4	2
95	O=C(Nc1nc(-c2ccc3c(c2)OCCO3)cs1)C1CCCC1	-7	4
96	Cc1ccccc1NC(=O)NCCCCc1ccccc1	-1	-13
97	C/C(=N/Oc1nc(C)cc(C)n1)c1ccccc1	9	-18
98	Cc1cc(/C=N/O)c(C)n1-c1ccccc1	-9	2
99	COc1cccc(CC2CC(=O)N(CCc3ccc4c(c3)OCO4)C2=O)c1 (configuration not stated)	0	-5
100	COc1ccc2c(c1)C(=NO)c1cc(OC)ccc1-2	-6	-25
101	Nc1ccc2c3c(ccc([N+](=O)[O-])c13)CC2	16	4
102	COc1cc(-c2nnc(COC(=O)CSCC(=O)Nc3cc(C)on3)o2)cc(OC)c1OC	-1	14
103	O=C(CNC(=O)c1ccc(Br)cc1)OC1CCOC1=O (configuration not stated)	-5	2
104	COc1ccccc1N(Cc1cc(=O)[nH]c2ccccc12)C(=O)c1cccc([N+](=O)[O-])c1	-6	9
105	O=C(CN1C(=O)NC2(CCCCCCC2)C1=O)N1CCc2ccccc2C1	0	0

Continuation:
nr	Structure	H9c2 TAG inh DAPI viability	H9c2 TAG inh
106	O=C(N/C=C\n1cnc2cc(C(F)(F)F)ccc21)c1ccc([N+](=O)[O-])cc1	5	-9
107	Cc1ncc(CO)c(/C=N/NC(=S)Nc2ccc(C(C)C)cc2)c1O	-3	11
108	CNC(=S)NCCc1c[nH]c2ccc(OC)cc12	5	0
109	Cc1nc(S/C(C(=O)O)=C2/C(=O)Nc3ccccc32)n[nH]1	1	0
110	O=C(CN1CCN(Cc2ccc(Cl)cc2)CC1)N/N=C/c1ccccc1F	24	-18
111	COc1ccc(CNC(=O)CN2C(=O)c3ccccc3S2(=O)=O)cc1	2	-10
112	CCN(CC)C(=O)[C@H]1C[C@H](CC(=O)NCCN2CCOCC2)C(=O)N2CCc3c([nH]c4cc(CCC(=O)N(C)C)ccc34)[C@]12C	-5	8
113	S=C1NC(c2ccccc2)=NCN1c1ccc(Cl)cc1	-1	-32
114	COc1cc(NS(=O)(=O)c2ccc(NC(C)=O)cc2)cc(OC)c1	2	-17
115	CC(=O)NCCC(=O)Nc1cc(S(=O)(=O)N2CCOCC2)ccc1Oc1ccc(F)cc1	0	5
116	COc1cc(CNc2ccc(NC(C)=O)cc2)ccc1OCc1ccccc1C	-3	-21
117	Cc1ccnc(SCC(=O)N2CCc3ccccc3C2)n1	-12	19
118	CCn1c(=O)n(CC(=O)NCc2ccccc2OC)c(=O)c2ccccc21	10	12
119	O=C(Nc1nnc([C@H]2C[C@H](O)[C@@H](CO)O2)s1)Nc1cccc(Cl)c1Cl	12	-1
120	C/C(=N\Nc1ccc([N+](=O)[O-])cc1)c1ccco1	-1	-8
121	O=C(Nc1cccn(Cc2cccc(F)c2)c1=O)NC1CCCCC1	-5	7
122	CCCn1nc(NC(=O)c2cccs2)c2cc3ccc(C)cc3nc21	17	-27

A draw from above in order of molecular weight, rising:
nr	Structure	H9c2 TAG inh DAPI viability	H9c2 TAG inh
122	CCCn1nc(NC(=O)c2cccs2)c2cc3ccc(C)cc3nc21	17	-27
111	COc1ccc(CNC(=O)CN2C(=O)c3ccccc3S2(=O)=O)cc1	2	-10
118	CCn1c(=O)n(CC(=O)NCc2ccccc2OC)c(=O)c2ccccc21	10	12
119	O=C(Nc1nnc([C@H]2C[C@H](O)[C@@H](CO)O2)s1)Nc1cccc(Cl)c1Cl	12	-1
